Source: PubChem BioAssay (National Center for Advancing Translational Sciences (NCATS))
p53 reactivator = qHTS assay for re-activators of p53 using a Luc reporter; H1299 p53-A138V BP100-luciferase reporter, luminescence, 24 h; Potency, µM (highest dose often 92.2 µM), for inactives: at the highest dose activity change, positive = activation, hits mostly activators; 320,000 compounds, 0.063% hits; AID 504706, 2011; also: potency is read from the fitted curve at half-maximal effect; % of control where 0% means no effect; nearly all actives have a fitted effect of over 45% in size
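p53-null H1299 cells stably carrying temperature-sensitive p53-A138V and a BP100-luciferase reporter were pinned with compounds (4-point, 1:5 series) and held 24 hrs at 37 deg C. Luminescence was read 10 min after detection reagent.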
Giardia killer = Small Molecules that selectively kill Giardia lamblia: qHTS; AID 540267, 2011; activity change, % at 7.66 µM, hits read low; Giardia lamblia trophozoite viability; 340,000 compounds, 0.15% hits; in the data active = activity change below about -80%; inconclusive = between about -30% and that limit;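 also: parasites exposed to compound for two days anaerobically before the ATP read; % is scaled to controls: 0 for no effect and ±100 for the full control effect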
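Luminescence from cellular ATP indicates surviving trophozoites (100 cells/well) following 48 hrs anaerobic compound treatment at 37 deg C; signal develops 15-30 min at room temperature.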
Menin-MLL TR inh = qHTS Assay for Inhibitors Targeting the Menin-MLL Interaction in MLL Related Leukemias: Competition With Texas Red Labeled MLL-derived Mutant Peptide. O00255. Menin + Texas Red MLL mutant peptide, fluorescence polarization. Potency, µM (series often up to 61.6 µM), for the others: at the highest dose FP activity change, negative = inhibition, actives largely listed as inhibitors. 270,000 compounds, 0.23% hits; active = well fitted inhibition curve with a large enough effect in the polarisation, with a control signal flat, not every such curve was filed as active; inconclusive = small, poorly fitted or top-dose-only effect, or effect the other way, or a change in a side signal; inactive = no such curve, though single readings can be large or run the other way; the % refers to the polarisation; also: potency is read from the fitted curve at half-maximal effect; % of control where 0% means no effect; many of its hits are not listed in these tables
RORgamma inh = qHTS for inhibitors of ROR gamma transcriptional activity. Nuclear receptor ROR-gamma (Mus musculus), P51450. Drosophila S2 Gal4-RORgamma UAS-luciferase reporter, 20 h. Potency, µM (doses to about 53.6 µM), inactives show at the top dose activity change, negative = inhibition, hits mostly inhibitors. 310,000 compounds, 5.4% hits. AID 2551, 2010; also: potency is read from the fitted curve at half-maximal effect; % is scaled to controls: 0 for no effect and ±100 for the full control effect; nearly all actives have a fitted effect of over 60% in size
Target sequence (P51450 whole entry, looked up, the tested form may be a part): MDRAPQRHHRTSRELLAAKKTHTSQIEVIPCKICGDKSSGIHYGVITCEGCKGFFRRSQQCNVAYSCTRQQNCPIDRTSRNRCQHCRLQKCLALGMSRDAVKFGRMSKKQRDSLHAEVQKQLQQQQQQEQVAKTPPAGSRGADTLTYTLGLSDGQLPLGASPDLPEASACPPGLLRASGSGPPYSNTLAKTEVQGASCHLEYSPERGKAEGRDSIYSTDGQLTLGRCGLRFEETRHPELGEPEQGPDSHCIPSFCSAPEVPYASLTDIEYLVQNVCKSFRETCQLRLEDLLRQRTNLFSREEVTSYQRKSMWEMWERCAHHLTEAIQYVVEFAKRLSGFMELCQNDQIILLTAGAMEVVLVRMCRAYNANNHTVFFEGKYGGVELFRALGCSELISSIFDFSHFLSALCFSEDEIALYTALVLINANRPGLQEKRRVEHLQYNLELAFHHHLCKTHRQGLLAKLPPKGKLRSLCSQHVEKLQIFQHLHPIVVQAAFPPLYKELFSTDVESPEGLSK
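Luciferase reporter read in Schneider cells carrying Gal4-RORγ (mouse) and UAS-Photinus luciferase; cells given compound 1 h before 700 uM copper sulfate induction, then incubated 20 h at ambient temperature.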
Rab9 prom act = qHTS Assay for Rab9 Promoter Activators | Potency, µM (highest dose often 9.22 µM), for inactives: at the highest dose activation, negative = inhibition, actives largely listed as activators | AID 485297, 2010 | 320,000 compounds, 2.8% hits | Huh7 Rab9 promoter-luciferase reporter, luminescence, 24 h; also: potency is read from the fitted curve at half-maximal effect; % of control where 0% means no effect; nearly all actives have a fitted effect of over 60% in size
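Rab9 promoter-driven luciferase in stably transfected Huh7 cells; 1500 cells/well rested 2 h, exposed to compound in DMSO for 24 h at 37 °C, 5% CO2. Luminescence read 10 min after adding luciferase reagent at ambient temperature.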
FLuc counter = qHTS profiling assay for firefly luciferase inhibitor/activator using purifed enzyme and Km concentrations of substrates (counterscreen for miR-21 project); Luciferin 4-monooxygenase (Photinus pyralis), P08659; purified FLuc, Km substrates, luminescence inhibition; Potency, µM (doses to about 57.5 µM), for inactives: top-dose activity change, negative = inhibition, hits mostly inhibitors; 360,000 compounds, 6.9% hits; AID 588342, 2011;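 also: potency is read from the fitted curve at half-maximal effect; plate controls were vehicle for no effect and reference inhibitor for full effect; nearly all actives have a fitted effect of over 55% in size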
Target sequence (P08659 whole entry, looked up): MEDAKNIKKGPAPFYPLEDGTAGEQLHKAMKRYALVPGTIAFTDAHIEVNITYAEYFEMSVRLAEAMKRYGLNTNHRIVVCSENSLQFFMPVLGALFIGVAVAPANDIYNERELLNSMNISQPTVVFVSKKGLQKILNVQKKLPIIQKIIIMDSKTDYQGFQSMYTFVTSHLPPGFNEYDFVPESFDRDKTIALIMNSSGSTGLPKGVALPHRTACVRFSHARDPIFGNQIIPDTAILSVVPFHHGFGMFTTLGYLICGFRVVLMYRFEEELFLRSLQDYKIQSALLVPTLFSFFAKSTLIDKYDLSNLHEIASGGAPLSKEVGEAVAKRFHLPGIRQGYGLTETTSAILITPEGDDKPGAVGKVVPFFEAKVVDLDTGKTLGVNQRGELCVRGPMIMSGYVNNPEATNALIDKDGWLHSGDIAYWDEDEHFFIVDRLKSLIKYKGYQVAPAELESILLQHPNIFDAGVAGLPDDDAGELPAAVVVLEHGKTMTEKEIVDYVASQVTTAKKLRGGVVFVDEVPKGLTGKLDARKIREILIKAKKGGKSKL
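Purified P. pyralis luciferase (10nM final) with 10uM D-luciferin and 10uM ATP (Km levels) in 50mM Tris acetate pH 7.5, 10mM Mg acetate, 0.01% Tween-20, 0.05% BSA; qHTS 6-point titration, ~60 µM downward; luminescence read.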
PKM2 activator = qHTS Assay for Activators of Human Muscle isoform 2 Pyruvate Kinase. Pyruvate kinase PKM (Homo sapiens), P14618. purified PKM2, Kinase-Glo ATP luminescence, activation; response scale: 0% is enzyme alone, no compound. Potency, µM (series often up to 57.5 µM), without a hit: top-dose activation, actives largely listed as activators. 260,000 compounds, 0.34% hits. AID 1631, 2009; also: potency is read from the fitted curve at half-maximal effect; % is scaled to controls: 0 for no effect and ±100 for the full control effect; nearly all actives have a fitted effect of over 55% in size
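Purified hPK-M2 (>95% pure) converted ADP (0.1 mM final) to ATP with 0.5 mM PEP in 50 mM imidazole pH7.2, KCl, MgCl2, Tween 20, BSA; 1 h at room temperature. ATP detected by Kinase-Glo luminescence.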
BRCA1 expr up = qHTS Assay to Identify Small Molecule Activators of BRCA1 Expression; MCF7-BRCA1-FFLuc reporter, luminescence, 48 h; response scale: scaled: vehicle 0%, 10 µM genistein 100%; Potency, µM (doses to about 46.1 µM), for inactives: top-dose activation, actives largely listed as activators; 380,000 compounds, 1.1% hits; AID 624202, 2012; also: potency is read from the fitted curve at half-maximal effect; nearly all actives have a fitted effect of over 80% in size; some results filed as inactive show a strong effect at the top dose
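48 h compound treatment of MCF7-BRCA1-FFLuc cells (phenol-red free MEM, 37 °C), then 15 min with luciferase substrate and luminescence imaging.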
ELG1 genotoxic = qHTS screen for small molecules that induce genotoxicity in human embryonic kidney (HEK293T) cells expressing luciferase-tagged ELG1. 330,000 compounds, 1.3% hits. HEK293T ELG1-luciferase reporter, luminescence, 16 h. Potency, µM (series often up to 46 µM), inactives show at the highest dose activity change, positive = activation, usual class: activators. AID 504466, 2011; also: potency is read from the fitted curve at half-maximal effect; % of control where 0% means no effect; nearly all actives have a fitted effect of over 60% in size
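Genotoxicity was scored as increased ELG1-luciferase reporter signal, measured by ONE-Glo luminescence (30 min, room temperature). Compound or vehicle exposure of the HEK293T reporter cells lasted 16 hr at 37°C.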
VP16 counter = VP16 counterscreen qHTS for inhibitors of ROR gamma transcriptional activity; Drosophila S2 Gal4-VP16 UAS-luciferase, luminescence, 20 h; Potency, µM (highest dose often 53.6 µM), inactives show at the highest dose activity, negative = inhibition, most hits filed as inhibitors; 310,000 compounds, 3.5% hits; AID 2546, 2010;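 also: Gal4-VP16 expression switched on by copper sulfate through the metallothionein promoter; potency is read from the fitted curve at half-maximal effect; % is scaled to controls: 0 for no effect and ±100 for the full control effect; nearly all actives have a fitted effect of over 50% in size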
NPC1 prom act = qHTS Assay for NPC1 Promoter Activators; 320,000 compounds, 2.4% hits; AID 485313, 2010; Huh7 NPC1 promoter luciferase reporter, 24 h; Potency, µM (series often up to 9.22 µM), for inactives: at the highest dose activation, actives largely listed as activators;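 also: potency is read from the fitted curve at half-maximal effect; % of control where 0% means no effect; nearly all actives have a fitted effect of over 60% in size; reporter is driven by a mutant NPC1 promoter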
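Stably transfected Huh7 (NPC1 promoter→luciferase), 1500 cells/well in Opti-MEM + 10% FBS, 2 h settle, then compound 24 h at 37 °C. Luminescence after 10 min with Amplite reagent.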
* = called active by the depositor; ? = inconclusive; . = no result given; [ ] = remark or other dose. Unless noted, calls follow the shape of the dose curve; as a rule, active = well fitted curve in the direction sought with a large enough effect; inconclusive = small, poorly fitted or top-dose-only effect, or another doubt; inactive = no such curve, though single readings can be large; an effect the other way counts as inactive or inconclusive.

| SMILES | p53 reactivator | Giardia killer | VP16 counter | NPC1 prom act | ELG1 genotoxic | RORgamma inh | FLuc counter | PKM2 activator | Menin-MLL TR inh | BRCA1 expr up | Rab9 prom act |
| --- | --- | --- | --- | --- | --- | --- | --- | --- | --- | --- | --- |
| COc1ccc(CN(C#N)c2nc(C)cc(C)n2)cc1 | . | 24 | 6% | 0% | -3% | -28% | 3% | 6% | -30% | -9% | 0% |
| Cc1ccc(S(=O)(=O)N/N=C/c2ccc(O)c(O)c2)cc1[N+](=O)[O-] | 4% | 9 | 1% | -1% | 9% | -29% | -31% | ? | -1% | 1% | 1% |
| O=S(=O)(c1cccs1)N1CCN(c2ccccn2)CC1 | 3% | 9 | 1% | 0% | 0% | 41% | 1% | 5% | -7% | 14% | -5% |
| O=C(Cn1cc(C(F)(F)F)ccc1=O)NC1CCCC1 | 9% | -2 | . | -3% | -1% | . | 4% | . | . | -11% | 1% |
| CCOC(=O)c1c(N)sn(-c2ccccc2C)c1=S | -2% | -7 | -2% | 2% | 1% | -19% | ? | -19% | -1% | -13% | 0% |
| O=C(CN1C(=O)CSC1=O)Nc1ccc(N2CCOCC2)cc1 | 0% | 3 | . | -3% | 0% | 3%[0.365 µM] | -20% | 2% | 13% | -6% | -4% |
| COc1cc(/C=N/N(C)C2=NS(=O)(=O)c3ccccc32)cc(OC)c1OC | -1% | 2 | -10% | -7% | 2% | 4% | 0% | . | ? | -3% | -8% |
| Cc1nc(CS(=O)(=O)c2ccccn2)sc1C(=O)NNC(=O)c1ccc(Cl)cc1 | -3% | 8 | -1% | 1% | -2% | 24% | ? | -2% | . | 2% | -3% |
| O=C(c1ccc(F)cc1)N(NC(=O)C(O)(c1ccccc1)c1ccccc1)c1ccccc1 | -4% | -7 | -1% | 0% | -5% | -32% | 8% | 1% | -5% | -28% | -1% |
| Cc1cc(NC(=O)Cc2ccccc2)no1 | 9% | -3 | -6% | -3% | 2% | -5% | 2% | -2% | 11% | -2% | -5% |
| CCOc1ccccc1-n1nnnc1SCC(=O)NC(=O)Cc1ccccc1 | 2% | 10 | . | -5% | -1% | . | 3% | . | . | -10% | -8% |
| Cn1c(C(=O)OC(C(=O)NC2CCCCC2)c2ccccn2)cc2sccc21 (configuration not stated) | -18% | 13 | -4% | -8% | -1% | -30% | -1% | 1% | -10% | -8% | -4% |
| Cc1cc(N2CCOCC2)nc2ccc(NC(=O)CCC(=O)N3CCC(C)CC3)cc12 | 15% | 19 | 0% | ? | 7% | 0% | 12µM* | -4% | ? | 84% | 4.5µM* |
| CN(c1ccc(C(=O)NCC2CCCO2)cc1)S(C)(=O)=O (configuration not stated) | 2% | -1 | 1% | 3% | 3% | 37% | -1% | -1% | 0% | 27% | 1% |
| Cc1cc(C(=O)Nc2ncn[nH]2)ccc1[N+](=O)[O-] | 24% | 7 | ? | 0% | 1% | ? | -1% | -6% | 10% | -1% | 2% |
| O=C(COc1cccc2c1CCNC2=O)Nc1cccc(C(F)(F)F)c1 | -9% | -17 | . | 0% | 7% | . | 1% | . | . | -3% | -3% |
| Cc1c(C(=O)N2CCN(S(=O)(=O)c3ccc(F)cc3)CC2)oc2ccccc12 | -2% | 6 | . | -1% | -9% | . | 2% | . | . | -23% | -1% |
| O=C(Nc1cccc(F)c1)c1ccc(S(=O)(=O)N2CCCC2)cc1 | 1% | -6 | 21% | -8% | 2% | ? | 1% | 6% | ? | 4% | -2% |
| CN=C1S/C(=C\c2ccc(OCC(=O)OC)c(OC)c2)C(=O)N1C | . | -3 | 15% | 15% | 2% | 38%[1.91 µM] | 17µM* | -16% | -16% | -7% | -6% |
| Cn1c(-c2cccc(Br)c2)cnc1NCc1cccnc1 | 3% | -8 | -4% | -1% | -1% | -21% | 4% | 3% | -23% | -26% | -2% |

An excerpt of these results, with two lines to a compound:
The line under a structure holds: p53 reactivator | Giardia killer | VP16 counter | NPC1 prom act | ELG1 genotoxic | RORgamma inh | FLuc counter | PKM2 activator | Menin-MLL TR inh | BRCA1 expr up | Rab9 prom act
O=C(c1ccc(F)cc1)N(NC(=O)C(O)(c1ccccc1)c1ccccc1)c1ccccc1
 : -4% | -7 | -1% | 0% | -5% | -32% | 8% | 1% | -5% | -28% | -1%
Cc1cc(N2CCOCC2)nc2ccc(NC(=O)CCC(=O)N3CCC(C)CC3)cc12
 : 15% | 19 | 0% | ? | 7% | 0% | 12µM* | -4% | ? | 84% | 4.5µM*

Remaining list, next part
| SMILES | p53 reactivator | Giardia killer | VP16 counter | NPC1 prom act | ELG1 genotoxic | RORgamma inh | FLuc counter | PKM2 activator | Menin-MLL TR inh | BRCA1 expr up | Rab9 prom act |
| --- | --- | --- | --- | --- | --- | --- | --- | --- | --- | --- | --- |
| O=C(NNS(=O)(=O)c1ccccc1)c1cccs1 | -7% | 16 | -15% | -1% | 0% | -6% | 6% | -5% | 16% | -12% | 1% |
| COc1cc(/C=N/NC(=S)Nc2cccnc2)cc(OC)c1O | 6% | 3 | ? | -14% | 9% | 6.3µM* | 11µM* | -3% | -5% | 9% | 2% |
| CC(CN1CCCCC1)NC(=O)c1cccs1 (configuration not stated) | . | 24 | -11% | 4% | -2% | ? | 0% | 1% | -25% | -4% | 0% |
| CCS(=O)(=O)N1CCC2(CC1)OCCN2S(=O)(=O)c1ccc(C)cc1 | -3% | -6 | . | 0% | 3% | . | 7% | . | . | -33% | -3% |
| Cc1ccc(S(=O)(=O)NC(C)(C)CSc2nnc(N)s2)cc1 | 11% | 30 | 3% | 0% | -2% | 3% | 2% | -7% | -13% | 4% | -5% |
| Nc1nc(-c2ccccc2)c(-c2ccccc2)s1 | -7% | -6 | -1% | -1% | 2% | -27% | -2% | 5% | -17% | -35% | -6% |
| CC(=O)c1ccc(NC(=O)CO/N=C(\C)c2cccs2)cc1 | -3% | -25 | 9% | 0% | 2% | 37% | -10% | -5% | 10% | 9% | -2% |
| CCCN(CC(=O)Nc1ccc(Cl)cc1Cl)C(=O)c1ccc(=O)[nH]c1 | 3% | 31[activator] | 0% | -2% | 3% | -40% | 5% | 1% | . | -6% | -34%[inhibitor] |
| O=C(Cc1ccc(Cl)cc1)Nc1cccc(S(=O)(=O)Nc2ccccc2F)c1 | -7% | 16 | -16% | -7% | -2% | ? | 0% | 1% | ? | -16% | 2% |
| CCCCNC(=O)COC(=O)CCC(=O)c1ccc(F)cc1 | -3% | 3 | 9% | 5% | 0% | 13% | 5% | 3% | . | 3% | -2% |
| NC(=O)NCc1cccnc1 | 0% | -20 | 4% | -3% | 3% | -4% | 1% | 0% | 14% | -1% | 1% |
| CCOC(=O)c1c(C)[nH]c(C(=O)COC(=O)C23CC4CC(CC(Cl)(C4)C2)C3)c1C | -3% | 12 | -27% | -4% | -2% | -1% | 1% | 1% | -9% | 3% | -5% |
| CCC(C)c1ccc(OCC(=O)Nc2ccc3[nH]c(=O)[nH]c3c2)cc1 (configuration not stated) | -2% | -4 | -12% | -5% | -1% | -5% | -15% | 4% | -2% | -5% | -4% |
| Cc1ccccc1OCCSc1nnc(-c2cccnc2)n1N | 2% | 28 | 7% | -2% | -1% | 17% | 1% | -1% | -11% | -30% | -10% |
| CCOC(=O)CS(=O)(=O)c1nc(-c2ccc(F)cc2)cc(C(F)(F)F)n1 | -39%[inhibitor] | 3 | 5µM* | -16% | 11% | 5.6µM* | -9% | 2% | 12% | -95%[inhibitor] | -20% |
| NC(=O)c1ccc(NC(=O)COC(=O)c2n[nH]c3ccccc23)cc1 | -8% | -13 | . | -1% | 3% | . | 1% | . | . | -3% | 1% |
| COc1cc(-c2nnc3n2CCCCC3)cc(OC)c1OC | -9% | 6 | 7% | 1% | 5% | 0% | -1% | . | 15% | -9% | -4% |
| O=C(c1ccc(F)cc1F)N(Cc1ccccn1)Cc1ccco1 | -1% | -15 | -8% | -6% | 0% | 10% | 0% | -1% | -18% | 0% | 3% |

A portion of the library; rates above refer to the full screens.
